# Compound activity from PubChem BioAssay.
# NPYLR7 agonist: mosquito NPYLR7 agonism; HEK293T NPYLR7/Galpha15, GCaMP6s calcium fluorescence; activation, % at 10 µM; 270,000 compounds, 0.15% hits; in the data active means activation above about 40%;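 further: 0% = vehicle and 100% = reference agonist at the receptor; some compounds past the cut are filed as inactive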
# hcGAS lum: inhibitors of human cGAS. Q8N884. recombinant h-cGAS, ATP depletion, Kinase-Glo luminescence. inhibition, % at 12.5 µM. 290,000 compounds, 0.081% hits. AID 1259398;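 further: 0% = vehicle reaction and 100% = reaction without DNA for no activity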
# Target sequence (Q8N884 whole entry, looked up): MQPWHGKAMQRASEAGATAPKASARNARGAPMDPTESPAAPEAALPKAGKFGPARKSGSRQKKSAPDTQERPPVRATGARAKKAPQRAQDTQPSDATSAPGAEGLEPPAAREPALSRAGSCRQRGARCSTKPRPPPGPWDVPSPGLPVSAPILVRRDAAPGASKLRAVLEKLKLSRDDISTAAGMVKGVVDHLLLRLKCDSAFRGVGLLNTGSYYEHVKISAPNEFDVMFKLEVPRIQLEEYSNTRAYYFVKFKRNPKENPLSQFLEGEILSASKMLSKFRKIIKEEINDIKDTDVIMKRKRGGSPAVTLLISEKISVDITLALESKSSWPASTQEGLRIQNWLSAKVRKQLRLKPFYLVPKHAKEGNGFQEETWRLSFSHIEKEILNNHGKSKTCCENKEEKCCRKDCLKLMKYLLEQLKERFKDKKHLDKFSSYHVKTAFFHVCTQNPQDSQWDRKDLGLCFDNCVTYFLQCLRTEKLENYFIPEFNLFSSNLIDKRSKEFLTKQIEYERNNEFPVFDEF
# mcGAS inh: blocks mouse cGAS activity. Q8C6L5. recombinant cGAS, Kinase-Glo ATP depletion luminescence. inhibition, % at 12.5 µM. 160,000 compounds, 0.15% hits;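 further: 0% = negative control wells and 100% = reference inhibitor with no enzyme activity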
# The depositor's hits bear a star; / = not tested or not shown; & = joins results of further samples. Unless noted, no stated cut-off is given here; in the data, active means inhibition above about 40%; inactive means the rest.
mol	NPYLR7 agonist	hcGAS lum	mcGAS inh
Cc1cccc2c1NC(=O)C2CC(=O)NCCSc1ccccn1 (stereo not given)	1	-7	-16
CC(=O)NCCn1c(-c2ccccc2)csc1=Nc1ccccc1F	-4	-3	-5
CCN(CC)S(=O)(=O)c1ccc(OC)c(N2CCN(S(=O)(=O)c3cccc(C)c3)CC2)c1	21	-1	-6
CCC(C)NC(=O)c1cc(-c2ccccc2)nc2cc(C(C)(C)C)nn12 (stereo not given)	-3	-6	-6
CSc1ccc(C(=O)CCC(=O)N(CCCO)CC2CC2(c2ccccc2)c2ccccc2)cc1 (stereo not given)	-9	-8	-4
N#Cc1ccc(C(=O)N2CCN(c3nc4nccc(-c5cc(Cl)ccc5Cl)n4n3)CC2)cc1	3	-3	-5
Cn1cc([N+](=O)[O-])c(C(=O)Nc2ccc(Cl)cc2)n1	-3	-3	-8
COC(=O)C1CCN(C(c2cccc(Br)c2)C2Sc3nc(C)nn3C2=O)CC1 (stereo not given)	0	-8	-8
CCCCn1ncc(C)c1NC(=O)C1CC(=O)c2ccccc21 (stereo not given)	0	-4	/
Cn1/c(=N\NC(=O)COc2ccccc2C#N)sc2ccccc21	-4	-9	/
CC12CCC(C(=O)Nc3cccc(NC(=O)C45CCC(C)(C(=O)O4)C5(C)C)n3)(OC1=O)C2(C)C	-10	2	/
CC(C)Oc1ccc(C(=O)N2CCC(C(Cc3ccc(F)cc3F)N(C)C(=O)C3CC3)CC2)cc1 (stereo not given)	7	-7	-9
CC(=O)Nc1nc(-c2cc3cc(Cl)cc(Cl)c3oc2=O)cs1	2	-1	-5
COc1cccc(-n2cc(-c3ccnc(N4CC(n5cccn5)C4)n3)cn2)c1	2	1	-2
O=C1OCC2(CCN(Cc3noc(C4CCCC4)n3)CC2)O1	/	-10	-5
CC(c1ccc(F)cc1)N(C)C(=O)c1ccn2nnnc2c1 (stereo not given)	-2	-10	-13
COc1cccc(-c2cnc(C(O)c3ccc(C(C)(C)C)cc3)[nH]2)c1 (stereo not given)	-4	-7	/
CCc1ccccc1OCC(=O)N(CC)CC(=O)NCc1ccc(F)cc1	3	-5	/
FC(F)(F)c1nc(NC2COc3ccccc32)c2ccccc2n1 (stereo not given)	13	-8	/
CC(=O)Nc1ccc(NC(=O)CSc2nc(=O)n(Cc3ccncc3)c3c2CCCC3)cc1	0	-8	-11
Cc1ccccc1C1SC(C)C(=O)N1CCCN(C)C(=O)NC(C)C (stereo not given)	14	-9	-6
COc1ccc(NC(=O)CSc2nnc3[nH]c(=O)c(Cc4ccc(C)cc4)nn23)cc1	2	-7	-8
C1=CCC(c2nccn2CCc2ncc[nH]2)CC1 (stereo not given)	0&2	0&0	-8
O=C(O)c1cccc(OCc2ccccc2OC(F)F)c1	-3	6	/
CCOC(=O)c1oc2ccccc2c1NC(=O)c1ccc(S(=O)(=O)N2CCC(C)CC2)cc1	-3	4	/

# Laid out differently: results already given.
# Value order – NPYLR7 agonist	hcGAS lum	mcGAS inh
> Cc1cccc2c1NC(=O)C2CC(=O)NCCSc1ccccn1 (stereo not given)
    1	-7	-16
> CC(=O)NCCn1c(-c2ccccc2)csc1=Nc1ccccc1F
    -4	-3	-5
> CCN(CC)S(=O)(=O)c1ccc(OC)c(N2CCN(S(=O)(=O)c3cccc(C)c3)CC2)c1
    21	-1	-6
> CCC(C)NC(=O)c1cc(-c2ccccc2)nc2cc(C(C)(C)C)nn12 (stereo not given)
    -3	-6	-6
> CSc1ccc(C(=O)CCC(=O)N(CCCO)CC2CC2(c2ccccc2)c2ccccc2)cc1 (stereo not given)
    -9	-8	-4
> N#Cc1ccc(C(=O)N2CCN(c3nc4nccc(-c5cc(Cl)ccc5Cl)n4n3)CC2)cc1
    3	-3	-5
> Cn1cc([N+](=O)[O-])c(C(=O)Nc2ccc(Cl)cc2)n1
    -3	-3	-8
> COC(=O)C1CCN(C(c2cccc(Br)c2)C2Sc3nc(C)nn3C2=O)CC1 (stereo not given)
    0	-8	-8
> CCCCn1ncc(C)c1NC(=O)C1CC(=O)c2ccccc21 (stereo not given)
    0	-4	/
> Cn1/c(=N\NC(=O)COc2ccccc2C#N)sc2ccccc21
    -4	-9	/
> CC12CCC(C(=O)Nc3cccc(NC(=O)C45CCC(C)(C(=O)O4)C5(C)C)n3)(OC1=O)C2(C)C
    -10	2	/
> CC(C)Oc1ccc(C(=O)N2CCC(C(Cc3ccc(F)cc3F)N(C)C(=O)C3CC3)CC2)cc1 (stereo not given)
    7	-7	-9
> CC(=O)Nc1nc(-c2cc3cc(Cl)cc(Cl)c3oc2=O)cs1
    2	-1	-5
> COc1cccc(-n2cc(-c3ccnc(N4CC(n5cccn5)C4)n3)cn2)c1
    2	1	-2
> O=C1OCC2(CCN(Cc3noc(C4CCCC4)n3)CC2)O1
    /	-10	-5
> CC(c1ccc(F)cc1)N(C)C(=O)c1ccn2nnnc2c1 (stereo not given)
    -2	-10	-13
> COc1cccc(-c2cnc(C(O)c3ccc(C(C)(C)C)cc3)[nH]2)c1 (stereo not given)
    -4	-7	/

# Later entries
mol	NPYLR7 agonist	hcGAS lum	mcGAS inh
COc1ccccc1/C=C/CN1CCNC(=O)C1CC(=O)NCc1cnn(C)c1 (stereo not given)	16	-9	-11
CCOC(=O)C1CCN(Cc2nc(COc3ccccc3)no2)CC1	23	-10	/
CC(C)C1CN(Cc2ccc3c(c2)OCCO3)CCC(=O)N1CC1CC1 (stereo not given)	7	-6	-12
CCOC(=O)C1(C)CCN1C(=O)c1ccc(C(F)(F)F)cc1 (stereo not given)	5	-15	-8
COc1ccccc1N1CCN(c2ccc(NC(=O)c3ccccc3C)cc2C(=O)NCc2ccccc2)CC1	13	-2	-5
CN(C)c1cc[n+](C2c3ccccc3-c3ccccc32)cc1	0	-6	/
CSc1nc2n(n1)C(c1cccs1)C1C(=O)CCCC1=N2 (stereo not given)	6	-1	/
CCOC(=O)C1CCN(C(=O)c2cc(-c3ccccc3)n(-c3ccc4c(c3)OCO4)c2C)CC1	-3	-11	-5
Cn1cc(C(=O)Nc2ccc(F)c(Cl)c2)c2[nH]c(=O)n(-c3ccc(Cl)cc3)c(=O)c21	5	-6	/
CCOc1c(Cl)cc(C(=O)N2CSCC2C(=O)NCc2ccccc2)cc1OC (stereo not given)	7	-8	/
CCCCc1ccc(C(=O)N(CCOC)CC(=O)Nc2cc(-c3ccccc3)nn2-c2ccccc2)cc1	/	-4	-6
O=C(NCc1cccc(C(F)(F)F)c1)c1cc(-c2cccs2)nn1-c1cccc(Cl)c1	-2	-7	-5
O=c1nc(SCc2cccc3ccccc23)c2c(n1Cc1cccnc1)CCC2	0	-6	-9
CCOc1ccc(-c2cc(C(=O)NCc3ccccc3OCC)c3ccccc3n2)cc1	-2	-2	-3
Cc1cc(OCC2CN(C(=O)c3ccc(OC(F)F)cc3)CCO2)ccc1Cl (stereo not given)	23	-6	/
c1cnc2c(-c3ccc4c(c3)OCO4)cccc2c1	5	-7	-14
NC(=O)C1CCCCC1NC(=O)c1cccc(-n2cccn2)c1 (stereo not given)	-6	6	/
CCN(CC)P(=O)(c1nc2ccccc2n1CC)N(CC)CC	-6	-4	/
CCCn1cc(CN2CCN(Cc3ccc(F)c(F)c3)C(CCO)C2)c(C)n1 (stereo not given)	16	-9	-10
Cc1ccc(N2CCN(S(=O)(=O)c3ccc(F)cc3)C(C)C2=O)c(C)c1 (stereo not given)	-5	-5	-4
COC(=O)c1cc2n(n1)CCCN(Cc1cccnc1N1CCOCC1)C2	-5	-3	-2
Cc1nc(CCNC(=O)c2cnn(Cc3ccccc3)c2)cc(=O)[nH]1	5	-5	/
COCCNc1nc(Nc2ccc(Cl)cc2)c2nccnc2n1	-2	2	/
CC(SC1CCCC1)C(=O)N1CCCC1 (stereo not given)	-2	6	/
COc1cccc(COC2CN(CCc3ccccc3)C(=O)CN(C(=O)c3csc(C)n3)C2)c1 (stereo not given)	7	-3	-15

# Additional structures:
mol	NPYLR7 agonist	hcGAS lum	mcGAS inh
COCCNc1oc(-c2ccc(COc3cccc(C)c3)o2)nc1C#N	0	-6	-10
O=C(c1ccccc1)N1CCC(NCCc2nc3ccccc3[nH]2)CC1	/	3	-2
CCC1c2cccn2CCN1C(=O)c1cc2n(n1)CCCN(C(C)C)C2 (stereo not given)	3	-2	/
COc1ccc(CCOC(=O)[C@@H]2CCCN2C(=O)C[C@H]2C[C@@H](C(C)=O)C2(C)C)cc1OC	-12	-8	-5
COC(=O)c1cccc(-c2nccn2CCc2ccco2)c1	-1	-4	/
CCCn1nc(C)c(CNc2nc(-c3cccnc3)nc3c2cnn3C)c1C	6	-2	-3
CC[C@H](C(=O)NCC(=O)Nc1ccccc1C)c1ccccc1	2	-5	-17
COCCN(Cc1cc(NC(=O)C2CCCC2)ccc1N(C)C)C(=O)c1cccs1	20	-1	-8
CCOC(=O)C1CCN(C(=O)c2c(C)c(N3CCOCC3)c(C)n2Cc2ccccc2C)CC1	3	0	-3
CCc1cc(N2CCOCC2)nc(SCc2ccc(C(=O)O)cc2)n1	8	-4	-5
CC(=O)c1cccc(NC(=O)CSc2nc(=O)n(CCCN3CCOCC3)c3c2CCC3)c1	0	-6	-8
CC(CCc1ccccc1)NC(=O)c1cc(-c2ccc3c(c2)OCO3)nc2ccccc12 (stereo not given)	-4	-4	-5
CCCNC(=O)c1cc(-c2ccccc2F)nc2cc(-c3ccccc3)nn12	9	-2	-8
COc1ccc(F)cc1C(=O)Nc1sccc1C#N	2	-3	/
CCOc1ccccc1-n1ccc2c(cnc3nc4ccccc4n32)c1=O	-8	0	/
Cc1ccc2c(c1)CCN1C(=O)CN(C(=O)c3cc(Cl)sc3Cl)CC21 (stereo not given)	-5	-7	-7
Cn1c(=O)c2cc(C(=O)NCc3ccco3)n(Cc3ccccc3)c2n(C)c1=O	1	-1	-6
O=C(NCCc1ccccn1)c1ccc(-c2ccc3c(c2)OCCO3)s1	12	-2	/
O=C(CN1C(=O)C(=O)N(C2CCCC2)C1=O)c1cccs1	3	-7	/
COCCCN(CC(=O)Nc1cc(C(C)(C)C)nn1-c1ccc(C)cc1C)C(=O)Nc1cccc(Br)c1	-1	-7	-3
CCNc1ncc(C(=O)NCC2=CCCCC2)cn1	15	-7	/
COC(=O)c1[nH]nc2c1C(c1oc3ccc(C)cc3c1C)CC(=O)N2 (stereo not given)	6	-5	-8
CCOC(=O)c1c(CN2CCN(CCO)CC2)n(C)c2cc(Br)c(OC)cc12	-10	-1	-1
COc1ccccc1-c1ccc(N2CCC(NS(C)(=O)=O)CC2)nn1	-10	-4	/
CC(C)CCn1c(Sc2nc3ccccc3s2)nc2c1c(=O)[nH]c(=O)n2C	0	-9	/

# (listing goes on)
SMILES | NPYLR7 agonist | hcGAS lum | mcGAS inh
C=CCSC(C)C(=O)N1CCN(Cc2ccccc2CO)CC1 (stereo not given) | 11 | -5 | /
CCc1nc(Nc2ccc(OC)cc2)c2ccccc2n1 | 17 | -5 | -4
COc1ccc(C(=O)NCCNC(=O)[C@H]2CCCN2C(=O)COc2ccccc2)cc1 | -3 | -3 | -5
Cc1ccc(C)c(CC(=O)N2CCC3(CC2)Nc2ccccc2C(=O)N3c2cccnc2)c1 | 1 | 2 | /
CCCn1c(=NC(=O)C2=COCCO2)sc2cc(C(C)C)ccc21 | 0 | -5 | -7
Cc1ccc(C)c(C2CC(c3ccccc3Cl)=NN2C(=O)CN2CCOCC2)c1 (stereo not given) | -2 | -5 | -4
COc1ccc(C(=O)Nc2c3c(nn2C)CCC3)cc1OC | -2 | -8 | /
CCc1ccc(N2CCCn3c2nc2c3c(=O)n(C)c(=O)n2C)cc1 | 2 | -6 | /
CC(C)c1ccc(Oc2cnn(C)c(=O)c2Nc2cccc(C(=O)O)c2)cc1 | 8 | -3 | -4
Cc1ccc(C(C(=O)NCCc2cnccn2)N(C)C)cc1 (stereo not given) | 5 | -6 | /
Cc1onc(-c2ccccc2Cl)c1C(=O)Nc1ccc(N=Nc2ccccc2)cc1 | -9 | -2 | -2
O=C(CCc1ccc2c(c1)OCO2)N1CCC2(CCCN(Cc3ccc(F)c(F)c3)C2)C1 (stereo not given) | 20 | -6 | /
CC1(C)CC(NC(=S)Nc2ccc(SC(F)F)cc2)CC(C)(C)N1 | 0 | -7 | /
COc1cc(C=C(C#N)S(=O)(=O)c2cc(Br)ccc2Br)ccc1O | 170* | -2 | /
O=C1N2c3ccccc3Sc3cccc(c32)C1(O)C(F)(F)F (stereo not given) | 2 | -1 | /
C=CCN(Cc1cccnc1)C(=O)C1CCOC1 (stereo not given) | 0 | -6 | /
COc1ccc2[nH]c3c(c2c1)CCN(C(=O)c1ccc(NC(C)=O)cc1)C3c1ccc(COC(C)=O)o1 (stereo not given) | 8 | -20 | -9
COCCN=c1scc(-c2ccc(Br)cc2)n1N=Cc1ccc(O)cc1O | 6 | -5 | -8
NC1CCCN(C(=O)c2[nH]cnc2-c2ccccc2)CC1 (stereo not given) | -6 | -5 | /
Cc1ccc(C)c(C(=O)CCC(=O)NCC(=O)Nc2cccc(Cl)c2C)c1 | 1 | -6 | -11
CCN1CCC(C(=O)NC(c2cnccn2)c2ccccc2C)CC1 (stereo not given) | -1 | 1 | -1
CCOC(=O)CCCN(CC(=O)N(CCc1ccccc1)Cc1ccc(C)o1)CC1CCCO1 (stereo not given) | -1 | -7 | -9
Cc1ccsc1CN(C)CCCn1cccn1 | 2 | -3 | -10
COc1ccc(CN2CCN(C3CSCCSC3)CC2CCO)c(F)c1 (stereo not given) | 14 | 0 | /
CN(Cc1ccc(CO)o1)CC1CCN(c2ccccc2)C1 (stereo not given) | 0 | -5 | /
O=C(NC(=S)NC1CCS(=O)(=O)C1)c1ccc(Cl)cc1 (stereo not given) | 0 | -7 | /
